Source: PubChem (several laboratories)
NCOA2 inhibitor: human SRC2 (NCOA2) inhibition; HEK293 GAL4-SRC2 luciferase reporter, luminescence; AID 651957; inhibition, % at 9 µM; hit rate 0.17% among 370,000;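 active = inhibition above the mean inhibition of all tested compounds plus 3 SD, set per campaign, cut at about 52% in these data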;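 note: 0% = DMSO treated cells and 100% = cells given Gossypol at 36 µM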
H9c2 protect: myocardial damage modulation in H9c2 cells. protection from H2O2 cell death, % at 20 µM. H9c2 cardiomyocytes, H2O2 injury protection, ATPLite, 2 h. hit rate 0.63% among 360,000;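 active = compounds giving at least 50% protection of heart cells from peroxide-induced death in the single-dose screen, raw or plate-pattern-corrected value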;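 note: 0% = DMSO wells with peroxide and 100% = DMSO wells without peroxide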
ABCB6 inh 2: inhibitors of human ABC transporter ABCB6; K562-ABCB6 porphyrin accumulation, flow cytometry, 1 h; stronger effect = lower value; fluorescence ratio to DMSO, % at 10 µM; hit rate 0.19% among 360,000; Q9NP58;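 active = fluorescence ratio to DMSO below 75%, the collection mean minus 3 SD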;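 note: signal is porphyrin accumulated inside mitochondria; 100% equals median channel fluorescence of DMSO control wells; lower ratio means ABCB6 inhibition with less porphyrin fluorescence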
HTR2A ag: activates the mouse 5-HT2A serotonin receptor. AID 624169. hit rate 0.66% among 360,000. CHO-K1 mHTR2A beta-arrestin complementation, luminescence; percent of 30 µM serotonin response. activation, % at 7.6 µM;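 active = activation above a run cutoff, the mean activation of all tested compounds plus 3 SD, cut at about 14% in these data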;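 note: 0% = plate median of compound wells and 100% = 30 µM serotonin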
MC4R barr agon: human MC4R agonism via beta-arrestin; P32245; U2OS MC4R beta-arrestin complementation, luminescence; percent of melanotan II response, DMSO zero; activation, % at 8.9 µM; hit rate 0.98% among 360,000; AID 540308;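 active = activation above a per-plate cutoff, the mean activation of sample wells on that plate plus 3 SD, cut at about 8% in these data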
N-glyco inh: blocks N-linked glycosylation in D54 reporter cells. hit rate 0.23% among 360,000. reporter increase, % at 12.5 µM. D54 ERlucT glycosylation luciferase reporter, 24 h; percent of 100 nM tunicamycin response;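 active = mean luciferase reporter signal, scaled so untreated is 0 and the glycosylation-blocking control 100, at or above a set limit in every replicate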;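 note: luciferase carries N-glycosylation sites so blocking glycosylation raises the light; 0% = median of neutral control wells and 100% = median of 100 nM tunicamycin wells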
MC4R antagonist: antagonists of human melanocortin 4 receptor (MC4R) | MC4R-expressing cells, MTII-stimulated cAMP, LANCE TR-FRET | inhibition, % at 6.5 µM | hit rate 0.48% among 360,000 | AID 540295;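 active = inhibition above its plate's cutoff, the mean of tested wells on that plate plus 3 SD, cut at about 29% in these data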;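 note: 0% = Melanotan II alone and 100% = Melanotan II plus saturating MCL0020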
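Material: human MC4R-expressing U2OS cells. Probe or stimulus: Melanotan II challenge. Dosing: 6.5 µM single dose. Times: 30-min compound, 1-h challenge, 1-h detection, room temperature. Technique: TR-FRET with Eu-cAMP and labeled anti-cAMP, 671 nm. Replication: singlicate.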
ABHD5 PLIN5 PPI: inhibitors of human ABHD5-perilipin-5 interaction. Q00G26+Q8WTS1. Split G. princeps luciferase complementation, luminescence, 4 h. inhibition, % at 4 µM. hit rate 0.78% among 360,000;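 active = inhibition above the mean inhibition across every tested compound plus 3 SD, cut at about 22% in these data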;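 note: 0% = DMSO only wells and the 100% control is not disclosed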
Target sequence (Q00G26 whole entry, looked up): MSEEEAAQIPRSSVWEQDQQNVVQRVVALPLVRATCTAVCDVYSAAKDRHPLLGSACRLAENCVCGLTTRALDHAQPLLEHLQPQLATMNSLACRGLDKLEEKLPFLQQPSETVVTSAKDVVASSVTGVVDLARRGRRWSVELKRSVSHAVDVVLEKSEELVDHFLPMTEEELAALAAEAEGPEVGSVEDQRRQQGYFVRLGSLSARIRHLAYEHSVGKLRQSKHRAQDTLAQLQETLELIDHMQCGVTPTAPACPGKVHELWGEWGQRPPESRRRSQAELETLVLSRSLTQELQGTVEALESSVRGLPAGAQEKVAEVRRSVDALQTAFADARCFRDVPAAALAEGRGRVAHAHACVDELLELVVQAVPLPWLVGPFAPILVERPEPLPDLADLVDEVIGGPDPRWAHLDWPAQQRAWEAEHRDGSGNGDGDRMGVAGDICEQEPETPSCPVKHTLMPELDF
Target sequence (Q8WTS1 whole entry, looked up): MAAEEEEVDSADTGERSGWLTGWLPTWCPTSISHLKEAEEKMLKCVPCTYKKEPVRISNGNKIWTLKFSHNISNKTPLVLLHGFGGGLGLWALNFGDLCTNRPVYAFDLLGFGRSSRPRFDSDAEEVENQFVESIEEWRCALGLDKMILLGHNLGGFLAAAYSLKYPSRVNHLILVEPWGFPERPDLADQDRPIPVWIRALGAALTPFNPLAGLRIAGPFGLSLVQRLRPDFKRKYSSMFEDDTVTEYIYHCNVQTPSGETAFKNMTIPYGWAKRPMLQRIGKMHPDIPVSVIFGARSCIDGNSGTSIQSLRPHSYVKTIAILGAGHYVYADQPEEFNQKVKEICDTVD
TLR9-MyD88 block: inhibitors of human TLR9-MyD88 binding; hit rate 0.21% among 340,000; inhibition, % at 4.98 µM; CHO BLA complementation TLR9-MyD88, CCF4 FRET ratio;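 active = inhibition above the mean over all tested compounds plus 3 SD, cut at about 21% in these data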;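 note: 0% = DMSO only wells and 100% = clavulanate BLA inhibitor control wells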
NOD2-RIPK2 inh: blocks binding of human NOD2 to RIPK2. O43353. CHO BLA complementation NOD2-RIPK2, CCF4 ratio. inhibition, % at 4.98 µM. hit rate 0.38% among 360,000. AID 624267; in the data active = inhibition above about 21%;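 note: 0% = vehicle only and 100% = reference blocker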
Numbers without * were called inactive; / = no result given.

Structure	NCOA2 inhibitor	H9c2 protect	ABCB6 inh 2	HTR2A ag	MC4R barr agon	N-glyco inh	MC4R antagonist	ABHD5 PLIN5 PPI	TLR9-MyD88 block	NOD2-RIPK2 inh
COc1ccc(Cn2nnnc2C(c2ccccc2Cl)N2CCN(C3CCCC3)CC2)cc1 (configuration not stated)	-29	-9	98	-6	1.4	-4	7	1	-6	12
COc1ccc(CCNC(=O)COC(=O)CSc2ccc([N+](=O)[O-])cc2)cc1OC	7	-8	99	3	0.9	2	9	-4	-6	5
COc1ccc(CCNC(=O)CN2C(=O)COc3ccc(S(=O)(=O)N4CCCC4)cc32)c(OC)c1	16	0	75	5	1.4	-1	-5	9	19	-21
CC1CCCC(NC(=O)COC(=O)c2ccc3ncsc3c2)C1C (configuration not stated)	-18	-6	93	1	0.7	1	5	-1	-7	4
COc1cccc(-c2nc(CS(=O)(=O)CC(=O)NCc3ccccc3OC)c(C)o2)c1	0	2	95	-2	0.5	1	0	5	-2	8
CC(NCCN(C)C)C1CCC2C3CCc4cc(O)ccc4C3CCC12C (configuration not stated)	-11	-18	94	-10	0.7	-7	0	6	4	-2
CCN(Cc1ccccc1)S(=O)(=O)c1cc(C(=O)NCCCN(C)C)ccc1OC	4	10	102	-3	1.1	0	3	6	-8	-7
COc1ccc(CCNC(=O)CSc2nc(O)c(C(C)C)c(=O)[nH]2)cc1OC	2	-1	102	3	-0.9	4	11	-4	3	-3
CCOc1ccc(NS(=O)(=O)c2cc(C(=O)N3CCCC3)ccc2Cl)cc1	3	-4	100	12	-3.4	0	3	-5	-1	-11
COc1ccccc1C(=O)Nc1nc(-c2cccs2)c(NC(C)=O)s1	-63	-12	95	-4	-1.2	-5	8	-7	-8	-1
Cc1sc2nc(SCC(=O)N(CCO)CCO)n(C3CCCCC3)c(=O)c2c1C	5	1	82	1	-2.5	0	8	0	5	7
COc1ccc(CCNC2=C(Cl)C(=O)N(Cc3ccccc3)C2=O)cc1OC	25	-4	73*	-2	-1.5	-2	3	-1	3	5
COc1ccc(/C=N/Nc2nc(N3CCCCC3)nc(N3CCCCC3)n2)cc1[N+](=O)[O-]	12	3	98	-3	0.4	-1	25	-4	-1	-13
CCN1CCN(CCCNC(=O)Cn2nc(C)n3nc(-c4ccccc4)cc3c2=O)CC1	8	0	97	-2	-1.3	-1	8	-5	6	-18
CN(C)S(=O)(=O)c1cccc(NC(=O)COC(=O)c2cn(-c3ccccc3)nc2-c2ccccc2)c1	-1	22	97	-3	5.9	-4	19	-7	-8	-5
O=C(CNC(=O)c1nc[nH]c1C(=O)N1CCNCC1)OCc1ccccc1	-24	14	102	-4	1.8	3	9	-9	-5	-7
CC(=O)c1ccc(S(=O)(=O)Nc2cccc(-c3cn4c(n3)SCC4)c2)cc1	10	-4	105	3	-2.8	-1	-3	-3	-1	-2
C[C@H](CO)N1C[C@H](C)[C@@H](CN(C)C(=O)Nc2ccc(C(F)(F)F)cc2)Oc2c(NC(=O)Nc3ccccc3)cccc2C1=O	-19	14	99	3	-1.2	6	11	3	-3	-7
Cc1ccc(NCc2nnc(SCC(=O)Nc3ncc(C)s3)n2CC2CCCO2)c(C)c1 (configuration not stated)	-1	-1	100	-2	-1.5	1	6	-1	5	-8
Cc1ccc(NC(=S)N2CCn3cccc3C2c2cccnc2)cc1 (configuration not stated)	-14	-3	96	-3	-0.5	3	7	-7	-2	4
CC1(c2ccc3noc(-c4ccc(F)cc4)c3c2)OCCO1	-14	-2	99	0	1.0	-5	9	1	1	4
Cc1nnc(SCC(=O)NC2CCCc3c2cnn3-c2ccc(F)cc2F)o1 (configuration not stated)	7	-2	105	2	-2.5	1	4	10	7	-2
Cn1nnnc1-c1cc(Cl)cc(Cl)c1	-2	-3	101	3	-2.5	1	19	-2	5	-8
CC(=O)Nc1ccc(S(=O)(=O)NCCC(=O)OCCN2C(=O)c3ccccc3C2=O)cc1	-11	-2	99	-1	-2.6	1	10	6	-6	3
CCOC(=O)N1CCN(C(=O)c2ccc3c(Cl)c4c(nc3c2)CCCC4)CC1	16	6	97	0	-3.4	2	0	7	-7	6
COc1ccc(C(NC(=O)C(C)C)c2c(O)ccc3ccccc23)cc1 (configuration not stated)	-4	-4	107	3	-1.6	14	22	-1	8	-1
CCCCCCN1CCN(C2CN(Cc3cn(Cc4cccc(C(F)(F)F)c4)nn3)S(=O)(=O)C2)CC1 (configuration not stated)	15	/	93	0	/	/	/	-2	/	-3
C#CCN1C=CC(=O)[C@@H](OC(=O)Nc2ccc(Br)cc2)[C@H]1c1ccccc1Br	-4	18	95	-12	4.3	-2	9	-4	-21	-8
Cc1nc2nc(-c3ccc(Cl)cc3)[nH]n2c(=O)c1Cc1ccccc1	-3	-20	102	-1	-0.9	2	-4	2	3	4
O=c1c(C=NCc2ccccc2)c(NCc2ccccc2)nc2ccccn12	-53	-8	94	-1	1.7	-2	-6	3	4	-3
NC(=O)COC(=O)c1ccc(S(=O)(=O)N2CCCCCC2)cc1	-38	2	107	0	-0.1	3	1	-1	-11	-10
CCOc1ccc(CCNC(=O)COC(=O)c2cc(OC)c(OC)cc2[N+](=O)[O-])cc1OCC	11	2	104	-14	3.6	3	-1	-3	1	-6
CC1CCN(C(=S)c2ccccc2O)CC1	4	6	95	4	-0.4	1	6	-4	-2	0
C=C(C)COc1ccc(-c2[nH]ncc2Oc2ccccc2OCC)c(O)c1	-7	4	100	4	-1.1	2	-1	-1	-6	3
COc1ccc(N(C(=O)c2snc(C(N)=O)c2N)C(C(=O)NCC2CCCO2)c2ccc(C)o2)cc1OC (configuration not stated)	-9	19	93	-3	-1.6	4	-5	-2	-7	-1
CCC1Oc2ccc(C)cc2N(CC(=O)NCc2ccco2)C1=O (configuration not stated)	-22	3	97	0	-3.4	-1	-7	4	-3	-4
CSc1cccc(N2CC(C(=O)Nc3cccc(S(=O)(=O)N4CCCC4)c3)CC2=O)c1 (configuration not stated)	19	-9	101	-3	-1.8	-4	11	0	3	0
Cc1ccc(-c2nc(Nc3ccccc3)n[nH]2)cc1	-49	-5	93	0	-0.7	-10	5	3	-10	-2
CSc1ccccc1NC(=O)c1cc(-c2ccco2)on1	-18	0	93	-6	-1.6	0	-1	-8	-2	-3
CN1/C(=C\C=N\NC(=O)c2cccnc2)C(C)(C)c2ccccc21	13	-10	121	0	-2.3	-1	-9	5	-3	-4
CC(=O)Nc1ccc(C(=O)NNC(=O)c2cc([N+](=O)[O-])cc([N+](=O)[O-])c2)cc1	10	14	97	-2	-0.9	0	8	0	4	-20
Cc1nc2ccc(Cl)cn2c1[N+](=O)[O-]	-5	2	99	1	-1.4	1	-4	1	-9	-8
COc1ccccc1/C=N/NC(=O)CN(C1=NS(=O)(=O)c2ccccc21)c1ccccc1	-13	-2	102	3	-0.7	0	-3	15	7	2
CC(C)(C)NC(=S)NC1CC1	4	-3	97	1	-1.7	-2	8	2	3	0
CCC(=O)Nc1cccc(-c2nnc(SCC(=O)c3ccccc3)n2C)c1	-17	30	98	2	0.7	-2	1	0	2	11
CCCCc1ccc(NC(=O)CC(C)=O)cc1	-30	-3	102	-4	-2.4	-1	0	1	-3	-10
O=C(CCc1nnc2ccc(NCc3ccco3)nn12)N1CCCCC1	-30	-1	98	-8	-3.1	1	4	7	4	-12
CCc1nc2ccc(C(=O)N(C)CC(=O)Nc3cccc(F)c3)cc2nc1CC	-3	7	101	-9	-2.5	2	8	4	0	-10
Cc1nc(SCc2ccc(Br)cc2)[nH]c(=O)c1C	-1	1	87	-4	-1.0	4	-1	-7	-7	-55
c1ccc(Nc2nc(-c3ccncc3)cs2)cc1	0	-11	100	-2	-1.6	-6	4	3	-5	2
COc1ccc(NC(=O)c2ccccc2NC(=O)c2ccco2)cc1	-24	2	102	-7	1.5	6	14	-5	-2	-7
CN1CCN(S(=O)(=O)c2ccc(Br)c3ccccc23)CC1	3	-8	104	-2	0.4	-1	1	11	1	-5
COC(=O)[C@@H]1[C@@H](C#N)C2(c3ccccc3-c3ccccc32)N(c2ccc(Cl)cc2)N1C#N	-46	-20	92	4	-0.6	17	1	8	2	4
COc1cccc(CNC(=O)COC(=O)c2cccc(S(=O)(=O)N3CCN(C(C)=O)CC3)c2)c1	-2	2	95	0	0.0	2	6	-4	3	-9
O=C(O)c1nsc(Cl)c1Cl	-2	3	91	-1	-2.0	0	11	-1	-1	-3
CC(C)c1nnc(N2C(=O)c3oc4ccccc4c(=O)c3C2c2ccco2)s1 (configuration not stated)	0	18	99	4	1.0	0	0	2	-13	-3
C=CCn1c(C)cc(C(=O)COC(=O)[C@@H](NC(=O)c2ccccc2Cl)C(C)C)c1C	-5	-17	94	2	-1.5	-8	0	-3	-8	9
Nc1c(-c2ccccc2)cnn1-c1cccc([N+](=O)[O-])c1	-53	-4	94	-2	-1.2	2	1	5	-7	1
COc1ccc(-c2n[nH]c(=S)n2Cc2ccco2)cc1	4	0	101	-2	-2.1	1	5	-1	8	1
O=C(CN1C(=O)c2ccccc2S1(=O)=O)NC(Nc1ccccc1F)C(Cl)(Cl)Cl (configuration not stated)	-2	-2	99	4	-0.4	1	3	-1	-2	-6

Other entries follow.
Structure	NCOA2 inhibitor	H9c2 protect	ABCB6 inh 2	HTR2A ag	MC4R barr agon	N-glyco inh	MC4R antagonist	ABHD5 PLIN5 PPI	TLR9-MyD88 block	NOD2-RIPK2 inh
O=C1N/C(=C/c2cccn2-c2ccc(F)cc2)C(=O)N1Cc1ccccc1	-2	-6	104	2	10*	-4	-12	0	61*	75*
Cc1ccc(-c2ccc(CCC(=O)O)n2CC2CCCO2)cc1 (configuration not stated)	-3	7	99	6	0.8	3	15	0	-3	-6
Fc1ccc(C(CCNCc2cccs2)c2ccco2)cc1 (configuration not stated)	-17	3	101	1	2.8	-2	5	1	-1	-1
CC(NC(=O)NC(=O)c1ccc(F)cc1)C1CC1 (configuration not stated)	-42	-4	95	3	-3.5	1	7	-4	12	-13
CN(Cc1ccccc1)C(=O)c1nc2ccccn2c1CN1CCc2sccc2C1	0	6	96	-5	0.2	1	11	2	6	-1
Cc1c(NS(=O)(=O)c2cccs2)cccc1-c1nc2cccnc2s1	-2	-3	102	-1	0.3	-3	8	-1	-3	-1

Compounds listed so far that have a CF3 group (2):
Structure	NCOA2 inhibitor	H9c2 protect	ABCB6 inh 2	HTR2A ag	MC4R barr agon	N-glyco inh	MC4R antagonist	ABHD5 PLIN5 PPI	TLR9-MyD88 block	NOD2-RIPK2 inh
C[C@H](CO)N1C[C@H](C)[C@@H](CN(C)C(=O)Nc2ccc(C(F)(F)F)cc2)Oc2c(NC(=O)Nc3ccccc3)cccc2C1=O	-19	14	99	3	-1.2	6	11	3	-3	-7
CCCCCCN1CCN(C2CN(Cc3cn(Cc4cccc(C(F)(F)F)c4)nn3)S(=O)(=O)C2)CC1 (configuration not stated)	15	/	93	0	/	/	/	-2	/	-3

This is a subset; the hit share may differ from the screen's.
